Screening results from PubChem BioAssay.
MKP-3 inhibition – MKP-3 phosphatase inhibitors, primary screen, biochemical, rat enzyme, in vitro (AID 425); recombinant MKP-3 phosphatase activity, fluorescence; higher % means a stronger effect; Dual specificity protein phosphatase 6 (Rattus norvegicus); inhibition, % at 20 µM; hits with a dose series show IC50 in µM; 0.17% of 110,000 active; in the data active = inhibition above about 50%;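 note: plate controls were vehicle for no effect and reference inhibitor for full effect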
Hsp70 displacement – Hsp70 inhibitors, probe displacement, primary screen, biochemical, fluorescence polarization (AID 583) | Heat shock 70 kDa protein 1A (Homo sapiens) | Hsp70 fluorescence polarization probe displacement, mP; higher % means a stronger effect | displacement, % at 20 µM; hits with a dose series show IC50 in µM | 0.06% of 140,000 active; in the data active = displacement above about 50%;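 note: plate controls were vehicle for no effect and reference ligand for full effect; a part of the inactive calls stands beside numbers as strong as those of hits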
Numbers without * were called inactive; / = no result given; & = joins results of further samples. These rows are one share of the data; rates above refer to the full screens.

SMILES | MKP-3 inhibition | Hsp70 displacement
O=C(Nc1ccc(Cl)cc1)Nc1nccs1 | / | 2.1%
COc1ccc(CN2CCN(Cc3ccccc3)CC2)c(OC)c1 | -8% | -0.3%
CC(=NCc1cccnc1)c1c(O)n(C2CCCCC2)c(=O)[nH]c1=O | 0% | 4.2%
C=CCn1c(O)c(C(C)=Nc2cc(OC)ccc2OC)c(=O)[nH]c1=O | 0% | 1.4%
Cc1ccc2cccc(OC(=O)N(C)c3ccccc3)c2n1 | -6% | -3.3%
CC(=O)c1c(C)n(C(C)C)c2ccc(O)cc12 | / | -0.4%
C#CCNc1ccncc1S(=O)(=O)NC(=O)NC(C)C | / | 5.1%
Nc1ccc(N2CCN(Cc3ccccc3Cl)CC2)c(Cl)c1 | -8% | -5.7%
CCC1(CC)C(=O)NC(=Nc2cccc(C(F)(F)F)c2)NC1=O | -3% | -2.4%
C=CCN1C(=O)NC(=O)/C(=C/c2ccc(OC)c(CSc3ccccn3)c2)C1=O | / | -1.7%
COc1ccc(C2SCC(=O)Nc3c2c(=O)[nH]n3C2CCCCC2)cc1 (stereo unspecified) | -7% | -3.8%
CN1CCN(Cc2nc3ccccc3n2C)CC1 | -3% | 3.7%
N[C@@H](Cc1c[nH]c2ccccc12)c1nnc(SCc2ccc(F)cc2)o1 | -8% | 0.6%
COc1ccc(-n2c(O)c(C(C)=NCCN3CCNCC3)c(=O)[nH]c2=O)cc1 | -10% | 1.6%
O=Cc1cn(Cc2ccc(Cl)cc2Cl)c2ccccc12 | 0% | -0.7%
CN(C)P1(N(C)C)=NC(C(F)(F)F)=NC(C(F)(F)F)=N1 | -4% | -0.4%
N=c1n(CCO)c2ccccc2n1Cc1ccccc1 | 5% | -0.1%
COc1ccc(S(=O)(=O)NCc2ccc(C(=O)N3CCC4(CC3)OCCO4)cc2)cc1 | 0% | 0.2%
CN1C(=O)C(=Cc2cccn2-c2cccc([N+](=O)[O-])c2)C(=O)N(C)C1=O | 5% | -8.6%
CC(c1ccc(F)cc1)n1cc(C(=O)NCc2ccc3c(c2)OCO3)nn1 (stereo unspecified) | 6% | 0.3%
CCN1C(=O)C(=Cc2ccc(N(CC)CC)cc2)C(=O)N(CC)C1=S | -3% | -18%
N#Cc1ccccc1Cn1cc(C(=O)c2cccs2)c2ccccc21 | -1% | -2.2%
O=C1NC(=O)C(=Cc2ccccc2)C(=O)N1 | 6% | 0.3%
CC(C)c1ccc(N2C(=O)NC(=O)/C(=C/c3ccco3)C2=O)cc1 | 5% | -1.4%
O=c1c2ccccc2nc(-c2ccco2)n1-c1nccs1 | -4% | -3.3%

In the list so far, 9 have sulfur:
SMILES | MKP-3 inhibition | Hsp70 displacement
O=C(Nc1ccc(Cl)cc1)Nc1nccs1 | / | 2.1%
C#CCNc1ccncc1S(=O)(=O)NC(=O)NC(C)C | / | 5.1%
C=CCN1C(=O)NC(=O)/C(=C/c2ccc(OC)c(CSc3ccccn3)c2)C1=O | / | -1.7%
COc1ccc(C2SCC(=O)Nc3c2c(=O)[nH]n3C2CCCCC2)cc1 (stereo unspecified) | -7% | -3.8%
N[C@@H](Cc1c[nH]c2ccccc12)c1nnc(SCc2ccc(F)cc2)o1 | -8% | 0.6%
COc1ccc(S(=O)(=O)NCc2ccc(C(=O)N3CCC4(CC3)OCCO4)cc2)cc1 | 0% | 0.2%
CCN1C(=O)C(=Cc2ccc(N(CC)CC)cc2)C(=O)N(CC)C1=S | -3% | -18%
N#Cc1ccccc1Cn1cc(C(=O)c2cccs2)c2ccccc21 | -1% | -2.2%
O=c1c2ccccc2nc(-c2ccco2)n1-c1nccs1 | -4% | -3.3%

(listing goes on)
SMILES | MKP-3 inhibition | Hsp70 displacement
CC(=NC1CCN(Cc2ccccc2)CC1)c1c(O)n(C)c(=O)n(C)c1=O | -5% | 8.2%
O=c1c2ccccc2nc(-c2ccc([N+](=O)[O-])cc2)n1-c1cccc(Cl)c1 | 0% | 0.8%
CCOC(=O)c1c(N)n(Cc2ccc(OC)cc2)c2nc3ccccc3nc12 | -2% | 2.5%
Cn1c(=O)cc(OCC(=O)N2CCC3(CC2)OCCO3)c2ccccc21 | 0% | -5.4%
O=[N+]([O-])/C=C/c1ccccc1OCc1ccc(Cl)cc1Cl | 2% | -3.9%
C=C1N2CCC(CC2)C1(O)c1ccc(C)cc1 (stereo unspecified) | / | 8.4%
O=C(Nc1ccc(Br)cc1C(=O)c1ccccc1)c1ccc(F)cc1 | -2% | -2.1%
CC(C)Cn1cc(C(=O)N2CCC3(CC2)OCCO3)c2c3ccccc3n(C)c2c1=O | 5% | -1.3%
Cc1cc(C=C2C(=O)NC(=O)NC2=O)c(C)n1-c1ccc(N(C)C)cc1 | -1% | -5.6%
COC(=O)c1cc(COc2cc(C)cc3oc(=O)c4c(c23)CCC4)c(C)o1 | -6% | 1.5%
O=C(Cc1ccccc1)Oc1ccc(N2C(=O)C3CCCCC3C2=O)cc1 (stereo unspecified) | / | -1.9%
CC(C)Oc1c(Br)cc(Br)cc1C=C(C#N)C#N | 0% | 1.6%
Cc1nc2cc(C(F)(F)F)ccc2n1C1CCN(Cc2nnnn2CCc2ccccc2)CC1 | / | 10%
O=C(C1CC(=O)N(C2CCCC2)C1)N1CCC2(CC1)OCCO2 (stereo unspecified) | / | 2.3%
O=C(Nc1ccccc1OC(=O)N1CCOCC1)N1CCOCC1 | 4% | 4.8%
CC(C)OC(=O)C1C(=O)NC2(C)CC1c1ccccc1O2 (stereo unspecified) | -17% | -3.8%
CCN1CCN(Cc2ccccc2C)CC1 | 5% | -2.3%
COc1ccc2[nH]cc(CCN(C)C)c2c1 | 0% | 0.6%
CCCCn1c(O)c(C(C)=NCc2ccc(F)cc2)c(=O)[nH]c1=O | -9% | -0.4%
O=c1c2ccccc2nc(-c2ccco2)n1-c1ccncc1 | -3%&-1% | 2.5%&7.1%
O=c1[nH]c(=S)n(CCC2=CCCCC2)c(O)c1C=NCCCn1ccnc1 | / | -12%
CNCCc1nc(N)n[nH]1 | -4% | 0.0%
CCCCn1c(O)c(C(C)=NCCc2ccccc2)c(=O)[nH]c1=O | -6% | -2.2%
COc1cc(C)c(CNCCc2ccccc2F)cc1C | 0% | 0.7%
CN1C(=O)c2ccccc2Sc2ccc(C(=O)N3CCC4(CC3)OCCO4)cc21 | -4% | -2.0%

An excerpt from above in order of count of non-hydrogen atoms, lowest first:
SMILES | MKP-3 inhibition | Hsp70 displacement
CNCCc1nc(N)n[nH]1 | -4% | 0.0%
C=C1N2CCC(CC2)C1(O)c1ccc(C)cc1 (stereo unspecified) | / | 8.4%
O=C(Nc1ccc(Br)cc1C(=O)c1ccccc1)c1ccc(F)cc1 | -2% | -2.1%
CCOC(=O)c1c(N)n(Cc2ccc(OC)cc2)c2nc3ccccc3nc12 | -2% | 2.5%
Cc1nc2cc(C(F)(F)F)ccc2n1C1CCN(Cc2nnnn2CCc2ccccc2)CC1 | / | 10%

Next part
SMILES | MKP-3 inhibition | Hsp70 displacement
Cc1cc(C)cc(N2C(=O)NC(=O)/C(=C\c3cc(C)n(C)c3C)C2=O)c1 | -2% | -0.1%
CN(C)C(=O)Oc1cccc2c(OC(=O)N(C)C)cccc12 | / | -4.2%
N#CC1=C(N)Oc2c(c(=O)oc3ccccc23)C1c1cccnc1 (stereo unspecified) | 1% | 0.0%
O=c1[nH]c(=O)n(CCc2ccccc2)c(O)c1C=NCCN1CCNCC1 | -3% | 2.3%
C=CCn1c(O)c(C(C)=NCc2ccco2)c(=O)[nH]c1=O | / | 4.5%
CN1CCc2nc3sc(C#N)c(N)c3c(-c3cccs3)c2C1 | -5% | 12%
COc1ccc(C2SCC(=O)Nc3c2c(C)nn3-c2ccccc2)cc1OC (stereo unspecified) | / | 1.5%
Cc1cc(C)c(C2=NOC(O)(C(F)(F)F)C2)c(=O)[nH]1 (stereo unspecified) | 9% | 4.4%
COc1ccc(C(CC(=O)N2CCC3(CC2)OCCO3)NS(=O)(=O)c2ccc(OC)cc2)cc1 (stereo unspecified) | -6% | -5.1%
O=C(c1cc(Br)ccc1Cl)N1CCC2(CC1)OCCO2 | 0% | -1.9%
O=c1[nH]c(=O)n(CCc2ccccc2)c(O)c1C=NCc1ccc2c(c1)OCO2 | / | 2.4%
FC(F)(F)c1ccc2c(c1)ncn2C1CCN(Cc2nnnn2C2CCCCC2)CC1 | 0% | -0.4%
CN(C)c1ccc2c(c1)N=C(c1ccco1)OP2(=S)N1CCOCC1 (stereo unspecified) | -6% | 5.5%
CC(=NCc1ccc(F)cc1)c1c(O)n(C)c(=O)n(C)c1=O | -4% | 6.0%
COc1ccc2c(c1)CC1(CN2C)C(=O)NC(=O)N(c2ccc(F)cc2)C1=O (stereo unspecified) | -1% | 3.4%
O=C(Cn1cnc2ccccc2c1=O)NCCC(=O)N1CCC2(CC1)OCCO2 | / | 2.4%
CC(Cc1ccccc1)[n+]1cc(/N=C(\[O-])Nc2ccccc2)on1 (stereo unspecified) | / | -3.6%
CCC(C)NC(=O)c1c(N)n(Cc2ccc3c(c2)OCO3)c2nc3ccccc3nc12 (stereo unspecified) | -1% | -8.5%
COc1ccc(/C=C2\C(=O)C3CCN2CC3)c(OC)c1 | 0% | 0.1%
Cc1ccc(C=C2C(=O)NC(=O)NC2=O)cc1[N+](=O)[O-] | -2% | 4.6%
CC1CN=C(NCc2ccccc2)S1 (stereo unspecified) | / | -1.4%
C#CCN(C)C(C)Cc1ccccc1 (stereo unspecified) | -4% | -1.8%
CC1CC2(O)c3nonc3CCC2N1O (stereo unspecified) | -5% | 0.1%
COc1ccc(-n2c(=O)[nH]c3ccccc3c2=O)c(OC)c1 | -2% | 4.0%
COc1cc(OC)c(OC)cc1CN1CCNCC1 | 1% | -1.1%

A few values from above:
O=c1[nH]c(=O)n(CCc2ccccc2)c(O)c1C=NCc1ccc2c(c1)OCO2 @ Hsp70 displacement = 2.4%
Cc1cc(C)c(C2=NOC(O)(C(F)(F)F)C2)c(=O)[nH]1 (stereo unspecified) @ Hsp70 displacement = 4.4%

(list continues)
SMILES | MKP-3 inhibition | Hsp70 displacement
Cc1ccc2c(c1)C1CN(C)CCC1N2C(=O)c1ccco1 (stereo unspecified) | -4% | -2.3%
CC1(C)C(C(=O)Nc2cccc3ccccc23)C1(C)C | -2% | -0.6%
CN(C)C(=O)NC(O)C(Cl)(Cl)Cl (stereo unspecified) | / | 0.7%
CCCCOc1cc(C)cc2oc(=O)c3c(c12)CCCC3 | 3% | 0.2%
OCCNc1c2c(nc3ccccc13)CCCC2 | -3% | 6.1%
Cc1[nH]c2ccccc2c1CCN | / | 2.5%
CCOc1ccc(N2C(=O)NC(=O)/C(=C/c3ccc(C)cc3)C2=O)cc1 | 7% | -1.8%
CCC(=NCCN1CCOCC1)c1c(O)n(-c2ccccc2C)c(=O)[nH]c1=O | 3% | -0.7%
C=CCn1c(O)c(C(C)=NCCc2ccccc2)c(=O)[nH]c1=O | / | -2.0%
CCN(c1ccc(C(O)(C(=O)OC)C(F)(F)F)cc1)S(=O)(=O)c1ccc(C)cc1 (stereo unspecified) | / | 2.3%
Cc1cccc(-n2c(/C=C\c3ccc(Cl)cc3)nc3ccccc3c2=O)c1 | -2% | 11%
Cc1cc(C)c(C(=O)C(C)N)c(C)c1 (stereo unspecified) | 0% | -2.1%
Cc1cccc(-n2c(-c3cccs3)nc3ccccc3c2=O)c1 | 2% | -0.9%
CCOc1ccc2ccccc2c1/C=C1\C(=O)NC(=S)N(c2ccccc2)C1=O | 0% | 3.3%
CCC(=NCC1CCCO1)c1c(O)n(-c2ccccc2)c(=O)[nH]c1=O (stereo unspecified) | 2% | 3.7%
COc1ccc(-n2c(-c3ccccc3F)nc3ccccc3c2=O)cc1 | -2% | -6.3%
O=C(Nc1ccc(F)cc1)N1CC2CC(C1)c1cccc(=O)n1C2 (stereo unspecified) | / | -2.2%
NC(=O)OCCSc1nnc(-c2cccc(C(N)=S)c2)o1 | -2% | 2.6%
Cc1ccc(O)c(CN2CCN(c3ccccc3)CC2)c1 | -1% | 2.7%
CCn1c(O)c(C=NCc2cccs2)c(=O)[nH]c1=O | -5% | 5.5%
COc1ccc(C=C2C(=O)N(C)C(=O)N(C)C2=O)cc1CSc1ccccn1 | / | -1.7%
Cc1cc(C=C2C(=O)NC(=S)NC2=O)c(C)n1C | -3% | 0.3%
CC(C)(C)NC(=O)Cn1cc(C(=O)c2ccccc2F)c2ccccc21 | / | -0.3%
CCCCCn1c(=O)c(C(=O)Nc2ccncc2)c(O)c2ccccc21 | -5% | -0.3%
CCCCCCOC(=O)C1CN1C(C)(C)CO (stereo unspecified) | -1% | 5.2%
More structures follow.
SMILES | MKP-3 inhibition | Hsp70 displacement
CN(C)c1nc(-c2ccccc2)[n+](C)s1 | -6% | 0.5%
COc1cc(OC)c(OC)cc1CNCCc1ccc(OC)c(OC)c1 | -11% | 0.9%
CCN(CC)Cc1c[nH]c2ccccc12 | -11% | -1.9%
C=CCOC(=O)C1=C(C)OC(N)=C(C#N)C12C(=O)N(CN1CCOCC1)c1ccccc12 (stereo unspecified) | 5% | 1.3%
O=C(O)CP(=O)(O)c1ccc(Cl)cc1 | -7% | /
COc1ccc(C2C(C(=O)N3CCC4(CC3)OCCO4)CC(=O)N2c2ccc(OC)cc2)cc1 (stereo unspecified) | -4% | -0.8%
CCCNS(=O)(=O)c1ccc(OCC(=O)N2CCN(Cc3ccccc3)CC2)cc1 | -7% | 8.4%
COc1ccc(-c2nc3ccccc3c(=O)n2-c2cccnc2)cc1 | 3% | 1.8%
O=[N+]([O-])c1ccc(NCCNCCO)c2ncccc12 | 0% | -1.7%
O=C1NC(=S)N(c2ccc(F)cc2)C(=O)/C1=C/c1ccc(Br)o1 | 91%* | 69%*
c1cncc(CN2CCN(C3CC4CCC3C4)CC2)c1 (stereo unspecified) | 1% | 3.3%

Record cards, as listed above. Order of screens: MKP-3 inhibition	Hsp70 displacement
c1cncc(CN2CCN(C3CC4CCC3C4)CC2)c1 (stereo unspecified) reads 1%	3.3%
O=[N+]([O-])c1ccc(NCCNCCO)c2ncccc12 reads 0%	-1.7%
